Bioassay records from PubChem.
SNCA expr inh = SNCA gene expression inhibition; AID 1671194; HEK-293 SNCA-luciferase knock-in, luminescence, 24 h; Potency, µM (titrated, usually from 57.2 µM), inactives show at the highest dose activity change, negative = inhibition, most hits filed as inhibitors; 140,000 tested, 0.17% active;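 further: potency means the concentration at half of the fitted maximal effect; plate controls were DMSO cells for no effect and cell-free wells for full effect; nearly all actives have a fitted effect of over 45% in size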
IP6K1 inh = IP6K1 kinase inhibition; AID 1645851; IP6K1 kinase, ADP-Glo luminescence, 2 h; stronger effect = lower value; activity change, % (series mostly up to about 58 µM); 140,000 tested, 0.81% active; in the data active means activity change below about -25%
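ADP-Glo luminescence measures ADP made by human IP6K1 during a 2 h RT reaction with ATP/IP6 (mix at 1.3 mM/130 uM); top library doses 57.5 and 19.1 uM final.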
GPT2 inh = GPT2 alanine aminotransferase inhibition; Q8TD30; Recombinant GPT2, coupled pyruvate oxidase/HRP Amplex Red fluorescence; Potency, µM (titrated, usually from 57.7 µM), inactives show at the highest dose activity change, negative = inhibition, actives largely listed as inhibitors; 100,000 tested, 0.25% active; AID 1671188; further: potency means the concentration at half of the fitted maximal effect; nearly all actives have a fitted effect of over 60% in size; many of its hits are not listed in these tables
Target sequence (Q8TD30 whole entry, looked up): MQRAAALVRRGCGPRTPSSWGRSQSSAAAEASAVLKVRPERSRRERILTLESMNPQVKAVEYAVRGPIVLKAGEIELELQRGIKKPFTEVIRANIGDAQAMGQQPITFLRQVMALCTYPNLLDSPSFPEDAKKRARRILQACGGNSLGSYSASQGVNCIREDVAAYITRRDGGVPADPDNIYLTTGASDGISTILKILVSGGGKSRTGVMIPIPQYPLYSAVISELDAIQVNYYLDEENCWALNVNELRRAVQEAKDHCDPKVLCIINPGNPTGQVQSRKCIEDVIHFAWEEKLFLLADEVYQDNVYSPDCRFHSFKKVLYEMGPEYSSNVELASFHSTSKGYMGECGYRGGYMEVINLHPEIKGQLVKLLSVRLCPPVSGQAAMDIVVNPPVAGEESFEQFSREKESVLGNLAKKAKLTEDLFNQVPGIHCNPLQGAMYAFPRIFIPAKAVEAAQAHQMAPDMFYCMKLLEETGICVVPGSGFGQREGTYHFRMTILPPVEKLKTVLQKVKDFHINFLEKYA
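Fluorescence read-out: pyruvate from GPT2 turnover coupled to pyruvate oxidase, HRP and Amplex Red (0.2mM ThPP, 0.2U/mL PO and HRP, 50uM Amplex final). Substrates 250uM a-KG, 2mM L-alanine; enzyme 10ng/uL; 30 min RT.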
SNCA viab count = reduces viability of HEK-293 SNCA reporter cells; AID 1671193; Potency, µM (highest dose often 57.1 µM), inactives show at the highest dose activity change, negative = cytotoxicity, most hits filed as cytotoxic; 150,000 tested, 0.12% active; HEK-293-SNCA-luc viability, GF-AFC fluorescence, 24 h;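 further: potency means the concentration at half of the fitted maximal effect; 0% = DMSO-treated cells and -100% = medium-only wells without cells; nearly all actives have a fitted effect of over 30% in size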
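HEK-293-SNCA-luc cells (1500/well) plated 24 h, then exposed 24 h to a dilution series; GF-AFC added 30 min at 37C, fluorescence 405/540 nm; normalised to medium-only and DMSO wells, Hill fit.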
HEK293 tox = cytotoxic compounds in HEK 293 cells; HEK 293 viability, ATP luminescence (CellTiter-Glo), 48-72 h; Potency, µM (top dose mostly 115 µM), for the others: at the highest dose activity change, negative = cytotoxicity, hits mostly inhibitors; 94,000 tested, 6.6% active; AID 1345083; further: potency means the concentration at half of the fitted maximal effect; nearly all actives have a fitted effect of over 60% in size
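250 HEK 293 cells/well; compound by pintool; incubated 48 or 72 hr at 37 degree Celsius; CellTiter-Glo added, 10 min RT, luminescence imaged.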
NIH3T3 tox = NIH 3T3 cell cytotoxicity. AID 1345082. 94,000 tested, 4.3% active. Potency, µM (highest dose often 96.7 µM), for inactives: at the highest dose activity change, negative = cytotoxicity, usual class: inhibitors. NIH 3T3 viability, CellTiter-Glo ATP luminescence, 48-72 h; further: potency means the concentration at half of the fitted maximal effect; nearly all actives have a fitted effect of over 55% in size
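Cytotoxicity was measured by CellTiter-Glo ATP luminescence after 48 or 72 h compound exposure at 37 °C. Mouse NIH 3T3 fibroblasts were seeded at 400 cells/well and dosed by 23 nL pin transfer.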
Luciferase inh = blocks purified firefly luciferase enzyme activity; P08659; purified P. pyralis luciferase, luminescence, biochemical; Potency, µM (series often up to 115 µM), without a hit: at the highest dose activity change, negative = inhibition, most hits filed as inhibitors; 76,000 tested, 2.5% active; AID 1347043; further: potency means the concentration at half of the fitted maximal effect; nearly all actives have a fitted effect of over 65% in size
Target sequence (P08659 whole entry, looked up): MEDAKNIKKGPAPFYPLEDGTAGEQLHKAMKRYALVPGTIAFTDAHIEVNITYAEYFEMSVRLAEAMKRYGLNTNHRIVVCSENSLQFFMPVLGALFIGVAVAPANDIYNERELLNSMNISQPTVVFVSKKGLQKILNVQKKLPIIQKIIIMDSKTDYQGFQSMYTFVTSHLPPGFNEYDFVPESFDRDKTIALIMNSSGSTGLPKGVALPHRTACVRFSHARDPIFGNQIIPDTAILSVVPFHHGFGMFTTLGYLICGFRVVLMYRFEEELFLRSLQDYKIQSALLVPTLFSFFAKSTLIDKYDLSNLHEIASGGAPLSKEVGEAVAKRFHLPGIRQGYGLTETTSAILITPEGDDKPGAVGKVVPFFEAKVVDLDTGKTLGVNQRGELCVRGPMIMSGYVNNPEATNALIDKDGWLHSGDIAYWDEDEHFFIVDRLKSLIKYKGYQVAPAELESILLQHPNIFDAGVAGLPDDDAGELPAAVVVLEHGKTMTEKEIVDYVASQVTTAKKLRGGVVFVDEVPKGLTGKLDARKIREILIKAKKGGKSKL
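FLuc 10nM, D-luciferin 10uM, ATP 10uM, Mg acetate 10mM, Tris acetate pH 7.5, Tween/BSA; cpd qHTS; enzyme added last; CCD luminescence.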
The depositor's hits bear a star; i = inactive; ? = inconclusive; / = not tested or not shown; [ ] = another dose, or the depositor's remark. Unless noted, the call rests on the fitted dose curve; in most records, active means well fitted curve in the direction sought with a large enough effect; inconclusive means small, poorly fitted or top-dose-only effect, or another doubt; inactive means no such curve, though single readings can be large; an effect the other way counts as inactive or inconclusive. Unless noted, on the % scale 0 is the no-effect control and ±100 the full control effect.

SMILES	SNCA expr inh	IP6K1 inh	GPT2 inh	SNCA viab count	HEK293 tox	NIH3T3 tox	Luciferase inh
Cc1noc(-c2ccc(OC3CN(S(=O)(=O)c4cn(C)cn4)C3)cc2)n1	?	12	-11%	3%	?	-19%	6%
CN1CCN(c2nc3c(c(=O)[nH]2)CCN(Cc2ccccc2Br)CC3)CC1	-7%	0	-13%	-10%	-23%	?	-11%
COCc1cc(C[C@@H]2CC[C@H](O)[C@@H](CNCc3ccccc3O)O2)no1	41%[activator][87.6 µM]	-8	1%[88.5 µM]	-11%[87.6 µM]	-18%[172 µM]	-11%[174 µM]	-4%[172 µM]
Cc1noc(-c2cn(C3CCN(C(=O)c4ccc(C#N)cc4)CC3)nn2)n1	-10%	17	i	-13%	-2%	-13%	-3%
Cc1nn2c(c1-c1ccccc1Oc1ccccc1)N(Cc1ccc(OCC(=O)O)cc1)CCC2	-3%	18	-12%	0%	i	?	2%
O=C(Nc1ccc(F)c(F)c1)c1cc(S(=O)(=O)NC2CCCCCC2)ccc1F	-27%	38	/	?	/	/	/
CC(C)N1C(=O)C2(CCCC2)C1C(=O)NCCN1CCC(Cc2ccccc2)CC1 (configuration not stated)	1%	-2	?	2%	-20%	-21%	-8%
COc1cc(-c2noc(-c3ccc(N4CCOCC4)c([N+](=O)[O-])c3)n2)cc(OC)c1OC	12%	2	/	12%	/	/	/
CN(C)c1ccc(CNc2nc(-c3ccco3)nn2S(=O)(=O)c2ccc(Cl)cc2)cc1	54%[activator]	-12	/	2%	/	/	/
CC(C)CC(=O)NC(C(=O)N1CCCCC1)C1CCN(C(=O)c2ccc(Cl)cc2)CC1 (configuration not stated)	12%	8	-3%	-2%	-2%	?	0%
CCc1ccc(S(=O)(=O)c2cn(C)c3cc(N4CCCC4)c(F)cc3c2=O)cc1	-9%	1	/	-3%	/	/	/
CCn1nc(C)c(C(=O)N[C@H]2CCOC[C@H]2C2CCOCC2)c1C	-2%	7	-10%	4%	i	-7%	-1%
COCC(=O)Nc1ccc(-c2noc([C@@H]3CCCN3Cc3cc4ccccc4o3)n2)cn1	-7%[87.6 µM]	19	3%[88.5 µM]	-5%[87.6 µM]	71µM*	?	-7%[172 µM]
Cc1noc(C)c1S(=O)(=O)N1CCC(c2noc(-c3cnccn3)n2)C1 (configuration not stated)	-24%	2	i	-5%	9%	-1%	61%
COCCOc1cc(=O)n2c(c1C(=O)NCc1ccc(OC)cc1)CCOCC2	3%	-4	i	6%	-29%	-26%	-9%

Some of the entries so far, field by field:
CCn1nc(C)c(C(=O)N[C@H]2CCOC[C@H]2C2CCOCC2)c1C
  SNCA expr inh = -2% | IP6K1 inh = 7 | GPT2 inh = -10% | SNCA viab count = 4% | HEK293 tox = i | NIH3T3 tox = -7% | Luciferase inh = -1%

COCC(=O)Nc1ccc(-c2noc([C@@H]3CCCN3Cc3cc4ccccc4o3)n2)cn1
  SNCA expr inh = -7%[87.6 µM] | IP6K1 inh = 19 | GPT2 inh = 3%[88.5 µM] | SNCA viab count = -5%[87.6 µM] | HEK293 tox = 71µM* | NIH3T3 tox = ? | Luciferase inh = -7%[172 µM]

(more compounds)
SMILES	SNCA expr inh	IP6K1 inh	GPT2 inh	SNCA viab count	HEK293 tox	NIH3T3 tox	Luciferase inh
Cn1ccnc1CN[C@@H]1CO[C@H](CNC(=O)c2ccc(F)cc2)[C@H]1O	4%[87.6 µM]	8	?	4%[87.6 µM]	-1%[172 µM]	2%[138 µM]	?
O=[S+]([O-])(c1ccccc1)N1CC2(COCCN(Cc3ccncc3)C2)C1	4%[87.6 µM]	16	?	1%[87.6 µM]	-38%[172 µM]	?	-16%[172 µM]
CC(C)CNC(=O)c1ccc2nc(-c3ccccn3)oc2c1	?	7	i	10%	?	?	/
N#Cc1cccc(C(=O)N2CCC(n3cc(-c4nc(-c5ccccc5)no4)nn3)C2)c1 (configuration not stated)	-10%	-18	5%	-29%	?	?	?
Clc1cccc(Nc2ncnc3c2nc2n3CCCCC2)c1	108%[activator]	7	/	3%	/	/	/
COc1cccc(CNC(=O)c2cc3c(s2)-c2c(C)cccc2OC3)c1	44%[activator]	-24	/	-6%	/	/	/
Cc1ccc(S(=O)(=O)N2CCC3(CC2)SCC(=O)N3Cc2ccco2)cc1	-18%	0	i	7%	?	-24%	-5%
CCOc1ccc(-c2cc(CCCC(=O)NCCc3ccc(OCC)c(OCC)c3)no2)cc1	?	-13	/	11%	/	/	/
COCc1cc(C[C@@H]2C[C@H](NCc3cccnc3)C2(C)C)no1	-1%[87.6 µM]	-7	-4%[88.5 µM]	5%[87.6 µM]	-17%[172 µM]	-16%[138 µM]	-1%[172 µM]
Cc1cc(O)cc(Oc2cc(C)c(C(=O)O)c(O)c2)c1	/	-11	3%	-5%	/	/	/
CCOC(=O)c1ccccc1NC(=O)Nc1cc2c(cc1N1CCCCC1)n(C)c(=O)n2C	-15%	18	/	6%	/	/	/
O=C(C1CCC(CNS(=O)(=O)c2ccc(Br)s2)CC1)N1CCN(c2ccccc2Cl)CC1 (configuration not stated)	57%[activator]	25	/	-13%	/	/	/
COc1ccc(C2(C(=O)N3[C@@H]4CC[C@H]3CC(NC(=O)c3cnc(C)cn3)C4)CC2)cc1 (some centres not stated)	-19%	1	-5%	-1%	i	i	2%
COC(=O)[C@]1(C)C[C@H](C(=O)NC(C)(C)CO)[C@H](c2ccccc2Cl)N1C	36%[activator]	2	i	4%	i	4%	-4%
O=C(Cn1c(=O)n(CCCS(=O)(=O)C2CCCCC2)c(=O)c2ccccc21)Nc1ccccc1F	31%[activator]	-8	/	2%	/	/	/

17 structures from above, ordered by SMILES length, lowest first:
SMILES	SNCA expr inh	IP6K1 inh	GPT2 inh	SNCA viab count	HEK293 tox	NIH3T3 tox	Luciferase inh
Clc1cccc(Nc2ncnc3c2nc2n3CCCCC2)c1	108%[activator]	7	/	3%	/	/	/
CC(C)CNC(=O)c1ccc2nc(-c3ccccn3)oc2c1	?	7	i	10%	?	?	/
Cc1cc(O)cc(Oc2cc(C)c(C(=O)O)c(O)c2)c1	/	-11	3%	-5%	/	/	/
COc1cccc(CNC(=O)c2cc3c(s2)-c2c(C)cccc2OC3)c1	44%[activator]	-24	/	-6%	/	/	/
COCCOc1cc(=O)n2c(c1C(=O)NCc1ccc(OC)cc1)CCOCC2	3%	-4	i	6%	-29%	-26%	-9%
Cc1noc(C)c1S(=O)(=O)N1CCC(c2noc(-c3cnccn3)n2)C1 (configuration not stated)	-24%	2	i	-5%	9%	-1%	61%
Cc1noc(-c2cn(C3CCN(C(=O)c4ccc(C#N)cc4)CC3)nn2)n1	-10%	17	i	-13%	-2%	-13%	-3%
O=[S+]([O-])(c1ccccc1)N1CC2(COCCN(Cc3ccncc3)C2)C1	4%[87.6 µM]	16	?	1%[87.6 µM]	-38%[172 µM]	?	-16%[172 µM]
CC(C)N1C(=O)C2(CCCC2)C1C(=O)NCCN1CCC(Cc2ccccc2)CC1 (configuration not stated)	1%	-2	?	2%	-20%	-21%	-8%
Cn1ccnc1CN[C@@H]1CO[C@H](CNC(=O)c2ccc(F)cc2)[C@H]1O	4%[87.6 µM]	8	?	4%[87.6 µM]	-1%[172 µM]	2%[138 µM]	?
COCc1cc(C[C@@H]2CC[C@H](O)[C@@H](CNCc3ccccc3O)O2)no1	41%[activator][87.6 µM]	-8	1%[88.5 µM]	-11%[87.6 µM]	-18%[172 µM]	-11%[174 µM]	-4%[172 µM]
CCOC(=O)c1ccccc1NC(=O)Nc1cc2c(cc1N1CCCCC1)n(C)c(=O)n2C	-15%	18	/	6%	/	/	/
Cc1nn2c(c1-c1ccccc1Oc1ccccc1)N(Cc1ccc(OCC(=O)O)cc1)CCC2	-3%	18	-12%	0%	i	?	2%
O=C(C1CCC(CNS(=O)(=O)c2ccc(Br)s2)CC1)N1CCN(c2ccccc2Cl)CC1 (configuration not stated)	57%[activator]	25	/	-13%	/	/	/
COC(=O)[C@]1(C)C[C@H](C(=O)NC(C)(C)CO)[C@H](c2ccccc2Cl)N1C	36%[activator]	2	i	4%	i	4%	-4%
COc1cc(-c2noc(-c3ccc(N4CCOCC4)c([N+](=O)[O-])c3)n2)cc(OC)c1OC	12%	2	/	12%	/	/	/
COc1ccc(C2(C(=O)N3[C@@H]4CC[C@H]3CC(NC(=O)c3cnc(C)cn3)C4)CC2)cc1 (some centres not stated)	-19%	1	-5%	-1%	i	i	2%

(continued)
SMILES	SNCA expr inh	IP6K1 inh	GPT2 inh	SNCA viab count	HEK293 tox	NIH3T3 tox	Luciferase inh
COc1ccc(/C=C(\C#N)c2nc(-c3ccc(Cl)c(Cl)c3)cs2)cc1OC	-12%	14	/	22%	/	/	/
Cc1ccc(NC(=O)CSc2nc(-c3cccs3)cc(C(F)(F)F)n2)cc1C	-20%	19	/	-17%	/	/	/
O=C(NCCc1ccccc1)c1c[nH]c2ccc(S(=O)(=O)Nc3ccc(F)cc3F)cc2c1=O	-16%	23	/	5%	/	/	/
CCOc1ccccc1C(=O)Nc1ccc(S(=O)(=O)Nc2onc(C)c2C)cc1	28%	-12	/	?	/	/	/
Clc1ccc(CNc2ncncc2-c2nc(-c3ccccc3)no2)cc1	10%	0	0%	7%	?	i	6%
CC(=O)NC[C@H]1O[C@@H](CO)[C@@H](O)[C@H]1N1CCc2ccccc2C1	-4%[87.6 µM]	13	-4%[88.5 µM]	3%[87.6 µM]	-1%[172 µM]	-3%[138 µM]	8%[172 µM]
O=C(Cc1ccccc1)Nc1nnc2n1CCS2	-3%	-7	/	-5%	/	/	/
COCCO[C@H]1C(=O)N(C2CCN(S(=O)(=O)c3cn(C)cn3)CC2)[C@H]1c1ccncc1	-7%	30	i	-7%	-11%	-16%	-4%
CCOCCCNc1ncnc2c1CN(C1CCCNCC1)C(=O)CN2C (configuration not stated)	?	3	-17%	-5%	4%	-4%	/
CCn1cc2nc(SCc3ccccc3Cl)n(CCc3ccccc3)c(=O)c2n1	14µM*	-12	/	-17%	/	/	/
CC(=O)O[C@H]1CC[C@H](C)[C@@]2(C)[C@H](OC(C)=O)c3c(C)coc3C(=O)[C@H]12	/	-8	-5%[27.3 µM]	-14%	/	/	/
CCOC(=O)C1CCN(C(=O)c2cnn(-c3ccc(F)cc3)c2-n2cccc2)CC1	78%[activator]	2	/	35%	/	/	/
CCCN(CC1CCOC1)C(=O)Nc1ccc(OCC)cc1 (configuration not stated)	-16%	4	i	4%	8%	i	-4%
CCn1cc(-c2ccc(C)cc2)cc1C(=O)NCCN1CCOCC1	-25%	9	i	-8%	?	-24%	-5%
N#C/C(=C\c1ccc(O)c(O)c1)C(=O)NCCCNC(=O)/C(C#N)=C/c1ccc(O)c(O)c1	-19%	/	?	-11%	/	/	/
O=C(Cn1c(=O)oc2cc(Cl)ccc21)Nc1cccc(C(F)(F)F)c1	?	-28*	/	-10%	/	/	/
COc1cc2c(cc1OC)C(COc1ccccc1OC)N(C(=O)COc1ccc(Cl)cc1)CC2 (configuration not stated)	?	-3	/	-6%	/	/	/
Cc1ccccc1-c1cc(C(=O)N2CCC3(CC2)CC(O)CCO3)[nH]n1 (configuration not stated)	-1%	13	i	12%	1%	2%	-7%
